Cneo AK release: Cryptococcus neoformans lysis via adenylate kinase release | 360,000 compounds, 0.2% hits | C. neoformans lysis, adenylate kinase release luminescence, 4 h; normalised: neutral wells 0, clomiphene wells 100 | lysis activity, % at 15 µM;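 active = mean lysis activity across replicates of at least 80%, whatever share of replicates individually reach that level; inactive = mean lysis activity below 80%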
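read-out = cell lysis signal | test system = log-phase Cryptococcus neoformans yeast cells | input = cells at 5 × 10^6 per mL | medium = fresh YPD growth medium | signal = luminescent adenylate kinase detection reagent | timing = 4 h at 37 °C static, read 1 h later | dosing = single dose | controls = Clomiphene as positive lysis control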
miR-122 sensor: blocks miR-122 activity in Huh7 sensor cells; Huh7 miR-122 Renilla luciferase sensor, 48 h; neutral wells = 0, positive control = 100; activation (reporter increase), % at 12.5 µM; 340,000 compounds, 0.3% hits; AID 602342;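 active = mean replicate activation score at least 90 and every replicate individually at or above 90; inconclusive = only one of the two criteria met; inactive = neither criterion met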;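 note: higher luciferase means less miR-122 activity so hits act as miR-122 inhibitors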
PGC1a acetyl inh: modulators of PGC1a acetylation; U2OS PGC1a acetylation, AlphaScreen anti-acetyl-lysine; with virally co-expressed GCN5 acetyltransferase; inhibition, % at 15.6 µM; 350,000 compounds, 0.17% hits; AID 651687;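 active = every replicate shows inhibition of at least 40%; inconclusive = mean inhibition at least 40% but some replicate below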;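 note: 0% = neutral control wells and 100% = positive control wells; some results beyond the cut were filed as inactive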
The depositor's hits bear a star; ? = inconclusive.

Sample of the layout (4 entries):
SMILES | Cneo AK release | miR-122 sensor | PGC1a acetyl inh
O=C1CCCN1c1ccc(S(=O)(=O)Oc2ccc(Cl)cc2)cc1[N+](=O)[O-] | 2 | 37 | -13
CCCOc1c(Cl)cc(C(=O)Nc2ccc3c(c2)OCO3)cc1OCC | -1 | -7 | -6
Cc1ccc2c(CC(=O)N3CCN(S(=O)(=O)c4cccs4)CC3)coc2c1 | 0 | -2 | 4
Cc1cc(N2CCN(c3ccccc3)CC2)nc(-n2nc(C)cc2C)n1 | 2 | 0 | -7

All compounds of this part, from the first entry:
SMILES | Cneo AK release | miR-122 sensor | PGC1a acetyl inh
O=C1CCCN1c1ccc(S(=O)(=O)Oc2ccc(Cl)cc2)cc1[N+](=O)[O-] | 2 | 37 | -13
CCCOc1c(Cl)cc(C(=O)Nc2ccc3c(c2)OCO3)cc1OCC | -1 | -7 | -6
Cc1ccc2c(CC(=O)N3CCN(S(=O)(=O)c4cccs4)CC3)coc2c1 | 0 | -2 | 4
Cc1cc(N2CCN(c3ccccc3)CC2)nc(-n2nc(C)cc2C)n1 | 2 | 0 | -7
CCOC(=O)c1cnc2ccc(OCC)cc2c1N1CCN(c2ccccc2OC)CC1 | 3 | -2 | -30
Cc1ccc(NC(=O)CCC(C(=O)O)N2C(=O)c3ccccc3C2=O)cc1 (stereo not drawn) | 0 | 2 | -7
COC(=O)c1c(-c2cccs2)csc1NC(=O)CN1CCOCC1 | -2 | 2 | -22
CC(=O)N(CCC(Cc1ccccc1)c1ccc2c(c1)OCO2)Cc1ccccc1F (stereo not drawn) | -1 | 0 | ?
COc1cccc(NC(=O)CSc2ncnc3c2cnn3Cc2ccccc2)c1 | -2 | -10 | -1
COc1ccc(CNC(=O)C(c2ccco2)N(C(=O)c2csnn2)c2cccc(C)c2C)cc1 (stereo not drawn) | 1 | 97* | -2
COC(=O)C(/C=N/OCc1ccc([N+](=O)[O-])cc1)NC(=O)c1cccc(Cl)c1 (stereo not drawn) | 6 | -1 | -3
COc1ccc(C/C(N)=N/n2cnnc2)cc1Cl | -1 | 2 | 3
Nc1nnc(CC(=O)NCc2ccccc2)s1 | 2 | -3 | 12
N#Cc1c(NC(=O)CCn2cnc3ccccc3c2=O)oc(-c2ccccc2)c1-c1ccccc1 | -1 | -3 | -2
O=C(CSc1nnc(-c2cccs2)n1Cc1ccco1)c1ccc2c(c1)OCO2 | 1 | 8 | 3
CC12CCC(C(=O)NCC3CCCO3)(OC1=O)C2(C)C (stereo not drawn) | 9 | -3 | -9
O=C(NCCSc1ccccc1)c1ccco1 | -4 | -7 | -3
O=C(CN1CCCN(Cc2ccc(F)cc2Cl)C1=O)NCc1ccccc1 | 4 | 4 | -4
CCOc1nc(N(C)C)nc(-n2nnc(C(C)=O)c2C)n1 | -1 | -1 | 8
CC(C)(C)c1csc(NC(=O)Cn2c(=O)oc3ccccc32)n1 | 1 | -4 | -10
O=C(c1ccc2snnc2c1)N1CCN(c2ccccn2)CC1 | -1 | -1 | -1
CCOC(=O)c1ccc(NC(=O)CC2COc3ccccc3O2)cc1 (stereo not drawn) | 4 | -2 | -1
CCOc1ccccc1-c1nc(-c2ccc(NC(=O)Cc3ccc(OC)cc3)cc2)no1 | 0 | -5 | -34
CCCC(=O)Nc1cc2c(cc1C(=O)c1ccccc1)OCCO2 | 0 | -2 | 0
C=CC(=O)Nc1ccc(Nc2nc(NC3CCC(N(C)C)CC3)nc3c2ncn3C(C)C)cc1 (stereo not drawn) | 1 | -22 | -19
SMILES | Cneo AK release | miR-122 sensor | PGC1a acetyl inh
CC(=O)OCCCCON1C(=O)c2ccccc2C1=O | -1 | -4 | 3
O=C(CN1C(=O)NC(Cc2ccccc2)C1=O)Nc1ccccc1 (stereo not drawn) | 0 | 0 | 1
COc1cccc(C(=O)O/N=C(\N)c2ccc([N+](=O)[O-])cc2)c1OC | -1 | 4 | 3
OC(COCc1ccccc1)CN1CCCC1 (stereo not drawn) | 0 | -3 | -8
N#Cc1cn(-c2ccccc2)nc1-c1ccc2c(c1)OCCO2 | -1 | -1 | -2
CCC(CC)C(=O)Nc1ccccc1-n1cccc1 | -1 | 5 | 7
CCCCNC(=O)NNC(=O)c1ccoc1C | 1 | -3 | -9
C=C(C)Cn1c(SCCCO)nc2c1c(=O)[nH]c(=O)n2C | 0 | -24 | 9
COc1cccc(C2=CC(=O)C[C@H](c3ccc4c(c3)OCO4)C2)c1 | -3 | 2 | -16
Cc1ccc(C(=O)C(C)Oc2cccc(NC(=O)c3ccco3)c2)cc1 (stereo not drawn) | 0 | 5 | -16
COC(=O)C(O)(CC(=O)Nc1ccc(C)c(F)c1)C(F)(F)F (stereo not drawn) | 1 | -3 | 9
Cc1cc2ncn(C(=O)N3CCOCC3)c2cc1C | -3 | 5 | -9
COc1ccc(-c2nnc(SCc3cccnc3)o2)cc1 | -7 | -1 | 3
CC(C)(C)c1cc(NC(=O)COC(=O)c2ccc3c(=O)n4c(nc3c2)CCC4)n(-c2ccccc2)n1 | 0 | -13 | 7
CCCC(=O)Nc1nc2ccc(NC(=O)c3ccc(Br)o3)cc2s1 | -7 | -2 | -26
O=[n+]1c2c(n([O-])c3cc(Br)ccc31)CCC2 | 2 | 1 | 0
COc1cc(OC)cc(C(=O)Nc2ccccc2NC(C)=O)c1 | 0 | 4 | -10
Cc1cc(C)cc(NC(=O)c2cccc3c2C(=O)N(C2CCCCC2)C3)c1 | 3 | 0 | 18
CCCOc1ccc2oc(=O)c3c(c2c1)CCCN3C(=O)CN1CCc2ccccc2C1 | 0 | 12 | -7
COc1ccccc1NC(=O)CN1C(=O)CCS(=O)(=O)c2ccccc21 | 2 | 10 | -15
CCN(C(=O)c1ccc(C(C)(C)C)cc1)c1nnc(Cn2nnc3ccccc32)s1 | 4 | -3 | 9
O=C(N/N=C/c1ccc(OC2CSC2)cc1)c1ccccc1 | -1 | 2 | 7
COc1ccccc1N1CCN(CC(O)COc2ccc(S(=O)(=O)N3CCOCC3)cc2)CC1 (stereo not drawn) | 0 | 2 | 3
C=CCn1c(COc2ccccc2)nnc1SCC(=O)O | 1 | 4 | 0
O=C1CC(c2ccco2)Cc2nc(N3CCN(Cc4ccc5c(c4)OCO5)CC3)ncc21 (stereo not drawn) | -2 | -1 | 2
SMILES | Cneo AK release | miR-122 sensor | PGC1a acetyl inh
Cn1c(=O)c2c(ncn2CC(=O)Nc2nc3ccc(F)cc3s2)n(C)c1=O | 3 | -4 | -1
O=C(COC(=O)c1cccnc1)Nc1ccccc1 | 0 | -17 | 3
Oc1cc(Cc2ccccc2)cnc1CN1CCCCC1 | 0 | -1 | 12
O=C(Cn1nc(-c2ccccc2)c2ccccc2c1=O)NCC1CCCO1 (stereo not drawn) | 1 | -5 | -1
O=C(O)C12CC3CC(C1)CC(n1cnc(Cl)n1)(C3)C2 | -18 | -1 | -8
COc1ccc(C(NC(=O)CC(C)C)NC(=O)CC(C)C)cc1OC | 1 | -8 | 1
CN1CCN(S(=O)(=O)c2ccc(-c3ccc(Cl)cc3)cc2)CC1 | 6 | -5 | -12
COc1cc(OC)c2c(O)c3c(c(-c4c5c(c(O)c6c(OC)cc(OC)cc46)CO[C@@H](C)[C@H]5O)c2c1)[C@H](O)[C@H](C)OC3 | 1 | 2 | -1
COc1cccc(OC)c1OCCN(C)C | -3 | 1 | 6
COCCNC(=O)c1ccc2c(c1)nc(C)n2-c1cccc(F)c1 | -1 | 0 | 1
CC(=O)N(c1cccc(C)c1)C1SC(=O)N(c2ccccc2)C1=O (stereo not drawn) | 1 | -3 | -6
COc1cc(C(=S)N2CCCC2)ccc1OC(=O)c1ccc(Cl)cc1[N+](=O)[O-] | 6 | -6 | 14
CCc1c(C)nc2[nH]nc(-c3ccccc3C)n2c1=O | -4 | 0 | -10
Cc1cccc2c1Sc1ccccc1CC2=O | 4 | -2 | -10
COc1cc(OC)nc(Oc2ccccc2C(=O)Oc2cccc(C)c2)n1 | -1 | -2 | -15
CN(C(=O)COC(=O)C1c2ccccc2Oc2ccccc21)C1CCS(=O)(=O)C1 (stereo not drawn) | 0 | 2 | -1
Cc1ccc(N=C(NOC(=O)c2ccccc2)c2nonc2N)c(C)c1 | 1 | 13 | -6
O=C(Cn1cc(C(=O)COc2ccccc2)c2ccccc21)NCc1ccco1 | -3 | 5 | -6
CCNC(=S)NNC(=O)c1cc(-c2ccccc2C)nc2ccccc12 | 0 | 22 | -4
CCOC(=O)c1nn(-c2ccccc2F)c(-c2ccccc2)c1C(=O)c1ccccc1 | -1 | -2 | -23
Cc1ccc(C(=O)OC2CCS(=O)(=O)c3sccc32)cc1 (stereo not drawn) | 1 | 2 | -7
O=C(O)CCNS(=O)(=O)c1ccc2c(c1)Cc1ccccc1-2 | -2 | -3 | -3
O=S(=O)(CCc1ccccc1)N1CCOCC1 | 5 | 2 | -1
O=C(Nc1cccc(F)c1)N1CC=C(n2c(=O)[nH]c3ccccc32)CC1 | 2 | -4 | 11
CCOc1ccc(NC(=O)CN2CCN(CC(=O)Nc3ccc4c(c3)OCCO4)CC2)cc1 | 1 | -3 | 4
SMILES | Cneo AK release | miR-122 sensor | PGC1a acetyl inh
CC(CO)N1CCS(=O)(=O)CC1 (stereo not drawn) | 8 | -4 | 19
Cc1cccc(NS(=O)(=O)c2cc(C(=O)N3CCc4ccccc4C3)ccc2Cl)c1C | -1 | 19 | 3
Cc1nn(CCO)c2c1C(=O)CCC2 | 1 | -5 | 31
COC(=O)Cc1c(C)c2ccc(OCC(C)=O)c(C)c2oc1=O | 0 | -5 | 2
CCNc1sc(C(=O)c2cccs2)c(N)c1C#N | 0 | 2 | 24
CC1(C)CC(=O)C=C(Nc2ccc(F)cc2F)C1 | 2 | -10 | 9
O=C(NNS(=O)(=O)c1ccccc1)c1ccncc1 | 1 | -6 | 5
O=C(NC12CC3CC(CC(C3)C1)C2)C1CC(=O)N(c2ccccc2)C1 (stereo not drawn) | 3 | 0 | 6
Cc1ccc2c(c1)N(CC(=O)NCc1cccs1)C(=O)CO2 | -3 | -3 | 8
COc1cccc2sc(NC(=O)c3ccc(Br)s3)nc12 | -13 | -3 | -21
COCc1cc(Sc2ccc(Br)cc2)nc(-c2ccccc2)n1 | -1 | -2 | 0
CCOc1cccc(C2C(C#N)=C(N)Oc3cc(C)oc(=O)c32)c1OCC (stereo not drawn) | -2 | -5 | 0
COC(=O)c1cc(OC)c(OC)cc1NC(=O)c1cc(-c2ccccc2)nc2ccccc12 | 4 | 7 | 0
COc1ccc(Cn2c(SCc3ccccc3C)nc3cc(OC)c(OC)cc3c2=N)cc1 | 19 | -62 | 6
CCOc1ccc2[nH]c(=O)c(CN(Cc3ccccc3OC)C(=O)c3ccccc3)cc2c1 | 1 | 4 | 12
COC(=O)c1nonc1NCn1nnc2ccccc21 | 1 | -2 | 1
O=C(CSc1nc2ccccc2c(=O)n1-c1ccc(Cl)cc1)c1ccco1 | -2 | -2 | -7
CCC(O)(CCN1CCCCC1)c1ccccc1 (stereo not drawn) | 0 | 0 | 10
Cc1cc(NC(c2ccc(Cl)cc2)c2ccc3cccnc3c2O)no1 (stereo not drawn) | 1 | 3 | 7
O=C(OCC(=O)N1CCC(Cc2ccccc2)CC1)c1ccc[nH]c1=O | 3 | 2 | 21
O=C(Nc1ccc(OCc2ccccc2)cc1)c1cccnc1 | 6 | -6 | -42
CC1CC(OCC(O)CN2CCN(Cc3ccccc3)CC2)CC(C)(C)C1 (stereo not drawn) | 3 | 6 | -5
Nc1ncnc2c1ncn2[C@@H]1O[C@H](CNC(=O)[C@@H]2CCC(=O)N2)[C@@H](O)[C@H]1O | 5 | -2 | -5
O=S(=O)(/N=C(\c1ccccc1)N1CCOCC1)c1cccs1 | 0 | 5 | -3
OCCN1CCN(c2nc(-c3ccccc3)c3cc(Cl)ccc3n2)CC1 | 10 | 30 | 4
CCOC(=O)c1ccc(COC(=O)CNC(=O)CNC(=O)c2ccc(OC)cc2)o1 | 1 | -4 | -15
COc1ccc(N=Cc2sc3ccccc3c2Cl)cc1 | -4 | 16 | 1
O=S(=O)(c1ccc(Cl)c(Cl)c1)c1snnc1-c1ccccc1 | -3 | 67 | -48
COc1ccc(N/C(C)=C2/C(=O)C(=O)N(CCO)C2c2ccc([N+](=O)[O-])cc2)cc1 (stereo not drawn) | 7 | -4 | 11
Cn1c(=O)c2c(nc(CN3CCN(c4ccccc4)CC3)n2CCc2ccccc2)n(C)c1=O | -2 | -2 | -15

Single records, as listed above. Screens in order: Cneo AK release, miR-122 sensor, PGC1a acetyl inh
O=S(=O)(/N=C(\c1ccccc1)N1CCOCC1)c1cccs1 is listed as 0, 5, -3
COC(=O)Cc1c(C)c2ccc(OCC(C)=O)c(C)c2oc1=O is listed as 0, -5, 2
Cc1nn(CCO)c2c1C(=O)CCC2 is listed as 1, -5, 31
OCCN1CCN(c2nc(-c3ccccc3)c3cc(Cl)ccc3n2)CC1 is listed as 10, 30, 4
O=C(NC12CC3CC(CC(C3)C1)C2)C1CC(=O)N(c2ccccc2)C1 (stereo not drawn) is listed as 3, 0, 6

Source: PubChem BioAssay

An excerpt. The share of hits here may be higher or lower than overall.
